High-throughput results from PubChem.
12-LOX inh: inhibitors of human 12S-lipoxygenase ALOX12; 580,000 tested, 1.1% active; P18054; Potency, µM (titrated, usually from 108 µM), for the others: at the top dose activity change, negative = inhibition, usual class: inhibitors; purified 12hLO, xylenol orange hydroperoxide absorbance; AID 1671190; further: potency means the concentration at half of the fitted maximal effect; on the % scale 0 is the no-effect control and ±100 the full control effect
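Purified human 12hLO (150 nM final) in 25 mM Hepes, 0.01% Triton X-100, pH 7.0 was preincubated 15 min at room temperature with compound. Then 40 uM arachidonic acid was added, 30 min. Hydroperoxide was read by Fe-XO absorbance ratio 573/405 nm.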
APEX1 inh: APE1 (human) endonuclease inhibition | P27695 | recombinant APE1, TAMRA/BHQ-2 abasic DNA cleavage fluorescence | Potency, µM (highest dose often 65.8 µM), inactives show at the top dose activity change, negative = inhibition, usual class: inhibitors | 350,000 tested, 0.35% active | AID 2517;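 further: potency means the concentration at half of the fitted maximal effect; plate controls were vehicle for no effect and reference inhibitor for full effect; nearly all actives have a fitted effect of over 55% in size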
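APE1 at 0.75 nM preincubated 15 min at room temperature with compound. Reaction then started with 50 nM double-stranded THF-abasic substrate labelled with TAMRA/BHQ-2, and 525/598 nm fluorescence read kinetically. Activity taken as third-minus-first read difference, normalized to DMSO and NSC13755 controls.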
Apoferritin bind: candidate novel general anesthetic via apoferritin binding; P02791; apoferritin/1-aminoanthracene competitive binding, fluorescence; Potency, µM (titrated, usually from 77.5 µM), for the others: top-dose activity change, negative = displacement, hits mostly inhibitors; 350,000 tested, 0.074% active; AID 485281; further: potency means the concentration at half of the fitted maximal effect; on the % scale 0 is the no-effect control and ±100 the full control effect; nearly all actives have a fitted effect of over 20% in size
Target sequence (P02791 2-175 limits assumed): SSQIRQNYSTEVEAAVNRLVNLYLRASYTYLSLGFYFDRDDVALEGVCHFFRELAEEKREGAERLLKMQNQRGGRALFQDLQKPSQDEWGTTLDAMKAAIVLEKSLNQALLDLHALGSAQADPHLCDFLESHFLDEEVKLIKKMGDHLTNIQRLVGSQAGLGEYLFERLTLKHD
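Horse-spleen apoferritin (10 uM) was mixed with 50% saturated 1-aminoanthracene in PBS, exposed to compounds for 10 min at room temperature, and read for fluorescence (ex 380 nm, em 535 nm). Competitive displacement was fitted with a four-parameter Hill equation.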
Pol kappa inh: DNA polymerase kappa (human) inhibition. Q9UBT6. purified Pol kappa, fluorescent DNA synthesis assay, 10 min. Potency, µM (series often up to 107 µM), inactives show top-dose activity, negative = inhibition, actives largely listed as inhibitors. 400,000 tested, 0.53% active. AID 588579; further: potency means the concentration at half of the fitted maximal effect; on the % scale 0 is the no-effect control and ±100 the full control effect
Target sequence (Q9UBT6 whole entry, looked up): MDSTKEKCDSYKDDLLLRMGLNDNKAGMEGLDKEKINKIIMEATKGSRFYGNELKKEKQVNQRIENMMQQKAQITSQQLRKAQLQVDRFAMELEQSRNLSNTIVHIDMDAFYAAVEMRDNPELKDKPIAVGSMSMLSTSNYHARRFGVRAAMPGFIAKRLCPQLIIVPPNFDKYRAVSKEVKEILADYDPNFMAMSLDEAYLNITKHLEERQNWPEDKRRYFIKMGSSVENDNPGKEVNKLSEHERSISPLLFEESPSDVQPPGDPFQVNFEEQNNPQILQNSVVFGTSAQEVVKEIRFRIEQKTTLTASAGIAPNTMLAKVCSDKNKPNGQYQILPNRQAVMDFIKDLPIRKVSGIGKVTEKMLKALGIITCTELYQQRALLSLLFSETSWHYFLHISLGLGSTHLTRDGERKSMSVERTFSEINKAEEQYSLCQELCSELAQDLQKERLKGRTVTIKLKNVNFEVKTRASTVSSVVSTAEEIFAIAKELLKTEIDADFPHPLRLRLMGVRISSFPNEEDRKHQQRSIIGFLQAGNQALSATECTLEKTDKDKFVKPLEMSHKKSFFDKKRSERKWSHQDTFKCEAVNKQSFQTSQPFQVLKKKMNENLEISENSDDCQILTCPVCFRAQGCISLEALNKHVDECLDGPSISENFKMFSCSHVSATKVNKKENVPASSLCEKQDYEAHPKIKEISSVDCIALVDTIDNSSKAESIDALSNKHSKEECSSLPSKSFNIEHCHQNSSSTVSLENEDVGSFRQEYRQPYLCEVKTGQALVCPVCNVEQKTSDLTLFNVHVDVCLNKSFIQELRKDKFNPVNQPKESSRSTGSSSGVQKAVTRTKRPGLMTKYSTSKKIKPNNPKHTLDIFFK
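Readout: fluorescence, taken kinetically at 0 and 10 min. Conditions: 10 nM Pol kappa, 15 min RT compound preincubation, 50 nM substrate final. Controls: enzyme-free buffer wells.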
POLH inh: DNA polymerase eta (human) inhibition; Q9Y253; recombinant Pol eta, fluorescent DNA replication assay; Potency, µM (series often up to 114 µM), for inactives: at the highest dose activity change, negative = inhibition, actives largely listed as inhibitors; 390,000 tested, 1.2% active; AID 588591; further: potency means the concentration at half of the fitted maximal effect; on the % scale 0 is the no-effect control and ±100 the full control effect
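Pol eta (10 nM) was preincubated with compounds for 15 min at room temperature, after which fluorescent replication substrate (50 nM final) was added to start the reaction. Fluorescence was read kinetically at 0 and 10 min.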
ERG Ets-DNA blk: blocks human ERG Ets domain binding to DNA. fluorescence polarization, His-ERG Ets domain / labelled DNA. Potency, µM (series often up to 76.9 µM), for inactives: at the highest dose FP activity, negative = inhibition, usual class: inhibitors. 370,000 tested, 0.028% active. AID 624246. P11308; active means well fitted inhibition curve with a large enough effect in the polarisation, with a control signal flat; inconclusive means small, poorly fitted or top-dose-only effect, or effect the other way, or a change in a side signal; inactive means no such curve, though single readings can be large or run the other way; the % refers to the polarisation;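 further: polarization taken with two DNA probes labelled with fluorescein and Texas red; potency means the concentration at half of the fitted maximal effect; % of control where 0% means no effect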
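His-tagged ERG Ets domain (1 uM in the protein solution; 300mM KCl, 50mM Tris-HCl, 1mM EDTA, 1mM DTT, pH 7.5) received compound, then a probe mix of 5 nM fluorescein-DNA and 100nM Texas-615-DNA. Fluorescence polarization was read for both dyes.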
Pol beta inh: blocks human DNA polymerase beta activity. P06746. Pol beta primer extension/strand displacement, fluorescence kinetic. Potency, µM (highest dose often 114 µM), for inactives: at the highest dose activity change, negative = inhibition, usual class: inhibitors. 340,000 tested, 1.3% active. AID 485314; further: potency means the concentration at half of the fitted maximal effect; on the % scale 0 is the no-effect control and ±100 the full control effect
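Human Pol beta at 10 nM; strand-displacement substrate 50 nM final. Compound exposure 15 min at room temperature before start, reaction 10 min at room temperature.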
LDHA block: inhibitors of human lactate dehydrogenase A | 480,000 tested, 0.15% active | purified LDHA, NADH/diaphorase-resazurin fluorescence; hits give low values | activity change, % (values are at about 110 or 230 µM) | AID 1347041; in the data active means activity change below about -30%; inconclusive means mostly about -25% to -30%;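 further: plate controls were DMSO wells for no effect and wells without enzyme for full effect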
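Enzyme activity of human lactate dehydrogenase 5 (2 nM; 0.06 mM NADH, 0.2 mM pyruvate, 5 min, RT) is measured via a resazurin/diaphorase fluorescence readout of residual NADH.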
RGS4 inh: human RGS4 inhibition; P49798; Transcreener GDP fluorescence polarization, RGS4-accelerated GTP hydrolysis; AID 504845; 390,000 tested, 0.039% active; Potency, µM (doses to about 114 µM), inactives show at the highest dose activity change, negative = inhibition, usual class: inhibitors; further: potency means the concentration at half of the fitted maximal effect; on the % scale 0 is the no-effect control and ±100 the full control effect; nearly all actives have a fitted effect of over 75% in size; some results filed as inactive show a strong effect at the top dose
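MLSMR compounds (23 nl, pin-transferred) preincubated 10 min at room temperature with a 500nM (2x) first reagent, then RGS4 at 900nM (2x) plus Transcreener GDP mix added; fluorescence polarization (620/688 nm) read before and after 90 min at 30 °C.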
* = called active by the depositor; i = inactive; ? = inconclusive; nt = not tested or not shown; & = joins results of further samples; [ ] = remark or other dose. Unless noted, the call rests on the fitted dose curve; in most records, active means well fitted curve in the direction sought with a large enough effect; inconclusive means small, poorly fitted or top-dose-only effect, or another doubt; inactive means no such curve, though single readings can be large; an effect the other way counts as inactive or inconclusive. Only part of the results is shown, so the mix of outcomes need not match the whole.

canonical_smiles | Apoferritin bind | Pol kappa inh | POLH inh | ERG Ets-DNA blk | RGS4 inh | APEX1 inh | Pol beta inh | LDHA block | 12-LOX inh
Cc1onc(-c2ccccc2Cl)c1C(=O)Nc1ccc(F)c(F)c1 | -19% | -9% | 8% | 7% | 8% | -3% | -18% | 0 | 0%
CN(C)S(=O)(=O)c1ccc(N2CCCC2)c(C(=O)NC2CCC(O)CC2)c1 (centres undefined) | nt | 1% | -25% | 7% | -2% | 9% | nt | -4 | 10%
CCOC(=O)C1CCN(c2c(NCc3ccc(C(=O)NC(C)CC)cc3)c(=O)c2=O)CC1 (centres undefined) | -9% | -13% | -12% | 4% | ? | ? | ? | -4 | 52%[activator]
CCOCCOc1nc2c(c(=O)n(C)c(=O)n2C)n1Cc1ccc(C)cc1 | -6% | -5% | -7% | 5% | 17% | -2% | -18% | -1&4 | 1%&25%
C[n+]1ccccc1Nc1cc([N+](=O)[O-])ccc1N | -23% | -3% | 1% | 1% | -18% | 6% | -14% | -2 | 13%
COc1ccc(/C=N/NC(=O)c2ccc(NC(=O)C3CCCCC3)cc2)cc1O | ? | -13% | 10% | 2% | 7% | 24% | ? | -8 | i
CC1(/[N+]([O-])=C/c2ccc(F)cc2)CCCCC1=O (centres undefined) | -3% | -5% | -5% | 1% | -6% | -1% | 6% | -2 | ?
O=C(Cn1ncc2c(=O)oc3ccccc3c21)N1CCc2ccccc2C1 | 5% | -4% | -11% | 5% | 23% | 2% | 43% | -9 | -2%
O=C(COc1ccc2c3c(c(=O)oc2c1)CCC3)NC(Cc1ccc(Cl)cc1)C(=O)O (centres undefined) | -7% | -3% | 0% | -2% | 10% | 7% | 3% | -5 | -23%
CC(=O)Nc1ccc(NCc2nnc3n2CCCCC3)cc1 | -6% | -5%[60.1 µM] | -11% | 2% | -5% | nt | 42% | -6 | -2%
COc1ccc(C)cc1NC(=O)NNC(=O)c1ccoc1C | -3% | 3% | -2% | -6% | -16% | 14% | 3% | 1 | i
CNc1nc(C)nc(N/N=C/c2ccccc2)n1 | -3% | -7% | 1% | -7% | -4% | -2% | 1% | 1 | 15%
CCOc1ccc(Br)cc1C1=NN(C(C)=O)C(c2ccc([N+](=O)[O-])s2)O1 (centres undefined) | 3% | -47% | 50µM* | -4% | -12% | 25% | 18µM* | 3 | -8%
COc1cccc(CN2CCNC(=O)C2CC(=O)NCCc2ccccn2)c1 (centres undefined) | 8% | -2% | -8% | -22% | -6% | 1% | -1% | 1 | 8%
CCC(=O)Nc1ccc(NC(=O)CSc2nnc(-c3ccco3)n2CC)cc1 | -1% | 5% | -3% | -3% | -28% | 51% | ? | 0 | -9%
Cc1ccc(OCc2cc(C(=O)NC(C)Cc3cccnc3)no2)cc1C (centres undefined) | ? | 0% | -18% | -7% | -1% | 45% | -16% | 0 | -1%
CCc1nc(SCC(=O)Nc2cc(C)on2)c2c(=O)n(C)c(=O)n(C)c2n1 | 0% | -1% | 0% | 4% | 2% | 2% | 3% | -5 | 48%[activator]
CCOC(=O)c1c(CC(C)C)csc1N | ? | -4% | -11% | -4% | -10% | 5% | ? | 3 | ?
O=[N+]([O-])c1cc(C(F)(F)F)cc([N+](=O)[O-])c1NCc1cccnc1 | -6% | -21% | -7% | -1% | -4% | -1% | 24%[57.1 µM] | 6 | -3%
CN1CCC(OC(=O)c2ccccc2Cl)CC1 | -5% | 8% | -7% | 0% | -22% | 4% | 8% | -2 | -1%
CC(C)(C)NC(=O)NC(=O)COC(=O)C1CC(=O)N(Cc2ccccc2)C1 (centres undefined) | -9% | -17% | 3% | -11% | 28% | 3% | 27% | -3 | 0%
Cc1ccc(CNS(=O)(=O)c2ccc(CN3C(=O)c4cccnc4C3=O)cc2)o1 | -11% | 2% | 11% | -14% | 7% | -2% | 35% | 0 | -4%
O=C(COC(=O)Cc1ccc(S(=O)(=O)N2CCOCC2)s1)NCc1ccccc1 | -18% | -21% | ? | 2% | 22% | -8% | 0% | -1 | 64%[activator]
CCOc1ccc(S(=O)(=O)Nc2cc(F)ccc2F)c2cccnc12 | -4% | -25% | -20% | -9% | -3% | 2% | ? | -2 | -13%
CCCCN1CC(=O)N2[C@H]3c4ccccc4OC[C@@H]3[C@H](c3ccccc3)[C@]2(C)C1=O | nt | 0% | -3% | 6% | -5% | 19% | nt | -1 | ?
Cc1ccc(C(=O)NCC(=O)OCC(=O)Nc2ccccc2C#N)s1 | -5% | -2% | -11% | -6% | -1% | -12% | -15% | -1 | 4%
CC1(C)CC(=NNC(=O)c2n[nH]c3c2CCC3)CC(C)(C)N1 | -2% | -14% | 2% | 7% | 6% | 10% | -1% | 1 | 7%
COc1ccc(CC(=O)NC(=S)Nc2ccc(S(=O)(=O)NC(C)(C)C)cc2)cc1 | ? | -10% | -19% | 1% | -10% | -6% | 6% | -2 | -19%
CCCN(Cc1cc2ccccc2[nH]c1=O)C(=O)c1cccc([N+](=O)[O-])c1 | -7% | -5% | -12% | 4% | -3% | 3% | 0% | -8 | 6%
Cc1c(C(=O)NCC(C)C)sc2nc(-c3ccc(F)cc3)cn12 | -6% | -4% | 1% | 8% | 6% | -3% | 9% | 1 | 14%[57.4 µM]
Cc1noc(C)c1C(=O)Nc1ccccn1 | 33%[activator] | 1% | -13% | 9% | -22% | -5% | -1% | 2 | 0%
O=C(NCCN1CCOCC1)c1ccc2c(c1)ncn2C1CCCCC1 | -10% | 4% | -4% | -2% | 8% | 0% | 16% | -5 | 0%
CCOC(=O)N1CCN(C(=O)COc2ccc(Cl)cc2)CC1 | 13% | 6% | -11% | -2% | 2% | 1% | -20% | 1 | 5%
COc1cccc(CN(Cc2ccccc2F)S(=O)(=O)c2ccc(S(=O)(=O)NCc3ccccc3)cc2)c1 | 5% | -5% | -17% | -16% | -26% | -5% | 33% | -2 | 1%
COc1cccc(/C=C/C(=O)OCC(=O)c2c(N)n(C)c(=O)n(C)c2=O)c1 | nt | -13% | -16% | 5% | -33% | 2% | nt | -3 | 4%
COC(=O)Nc1ccc(OCC(=O)N2CCOCC2)cc1 | -4% | -4% | -21% | 21% | 3% | 3% | 2% | -3 | -8%
Cc1ccsc1CN(C)CC(=O)Nc1cccc(S(=O)(=O)N(C)c2ccccc2)c1 | nt | -8% | -10% | -3% | -15% | -15% | nt | -2 | 20%
CCS(=O)(=O)N1Cc2ccccc2CC1C(=O)Nc1ccccc1OC (centres undefined) | -4% | -3% | -5% | -3% | -15%[11.4 µM] | 5% | 5% | -2 | 9%
CCOC(=O)c1nc2c(=O)n(C)c(=O)n(C)c2n(C)c1=O | nt | 0% | -5% | -3% | 25% | nt | nt | -12 | 0%
C[C@@H](NCc1cc(Br)cc2[nH]c(=O)c(=O)[nH]c12)P(=O)(O)O | nt | -10%[19.4 µM] | nt | nt | i | -7% | nt | nt | 0%
CCOC(=O)c1sc(C)c(C(N)=O)c1NC1=NCCCCC1 | -13% | -4% | -3% | 1% | 14% | -2% | 0% | 1 | 12%
Cc1ccc(C2/C(=C(/O)c3ccc(Cl)cc3)C(=O)C(=O)N2CC2CCCO2)o1 (centres undefined) | -9% | 3% | -15% | -4% | -19% | 13% | 90% | 2 | ?
O=C(N/N=C\c1ccc(O)c([N+](=O)[O-])c1)C1COc2ccccc2O1 (centres undefined) | -9% | -6% | -14% | 1% | -11% | -11% | -1% | -2 | 0%
CCCCNC(=O)CSc1nc2cc3c(cc2c(=O)n1CCCCCC(=O)NCc1ccc(OC)cc1)OCO3 | -10% | -4%[60.1 µM] | -5% | 7% | -6% | nt | 17% | -2 | -9%
Cc1ccc(C(=O)C(C)OC(=O)c2cc3cc([N+](=O)[O-])ccc3oc2=O)cc1 (centres undefined) | -11% | -4% | -12% | nt | 12% | -4% | 2% | -1 | -9%
CCC(C)NC(=O)C1c2ccccc2C(=O)N1Cc1ccccc1 (centres undefined) | 1% | -1% | -13% | -5% | 5% | -4% | 38% | -11 | 31%[activator]
Cc1ccccc1C(=O)N1CCc2ccccc2C1 | ? | -3% | -6% | nt | -15% | 0% | 13% | -8 | 12%
Cc1cccc(CN2CC34C=CC(CC3S2(=O)=O)O4)c1 (centres undefined) | -17% | 9% | nt | nt | -9% | -7% | nt | nt | nt
COc1cccc(CNC(=O)c2n[nH]c3ccccc23)c1 | ? | -26% | -17% | 7% | -2% | -3% | -2% | -8 | 61%[activator]
Cc1ccsc1C(=O)N1CCCC(CCC(=O)NCc2ccc(F)c(F)c2)C1 (centres undefined) | -12% | 0% | -19% | 1% | 16% | 3% | 14% | -9 | 14%
COc1ccc(-n2cnc3cc(C(=O)NC4CCCC4)ccc32)cc1 | -9%&-9% | -2% | -12%&-1% | ? | -14%&12% | 18% | 29%&16% | -6&-8 | 7%&-18%
O=c1c2c3c(sc2nc2n1CCCCC2)CCCC3 | -16% | -4% | 0% | 6% | ? | -4% | -9% | -5 | -28%
O=C1C(Cc2cccc([N+](=O)[O-])c2)S/C(=N/N=C/c2ccco2)N1c1ccccc1 (centres undefined) | -15% | -3% | -23% | -4% | 4% | -5% | -21% | -6 | -3%
Cc1cc(C)n(C(=O)CNC(=O)Cc2ccccc2)n1 | -10% | -6% | -10% | 0% | -15% | 2% | 2% | -2 | -4%
